Source: PubChem BioAssay (several laboratories)
PriA SSB inh: K. pneumoniae PriA-SSBct interaction inhibition; AlphaScreen SSBct-PriA binding, biotinylated peptide; inhibition, % at 33 µM; actives 0.6% (n = 430,000); AID 1272365; in the data active = inhibition mostly above about 37%, no sharp cut-off; inactive = mostly below about 20%;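 also: plate controls were negative control peptide for no effect and reference peptide for full effect; strong numbers were not always called active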
Rv3671c protease: inhibitors of M. tuberculosis serine protease Rv3671c | P9WHR9 | inhibition, % at 5.96 µM | actives 0.048% (n = 320,000); in the data active = inhibition above about 38%;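 also: extracellular domain of Rv3671c used as enzyme; 0% = enzyme with DMSO and 100% = no enzyme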
Target sequence (P9WHR9 whole entry, looked up, the tested form may be a part): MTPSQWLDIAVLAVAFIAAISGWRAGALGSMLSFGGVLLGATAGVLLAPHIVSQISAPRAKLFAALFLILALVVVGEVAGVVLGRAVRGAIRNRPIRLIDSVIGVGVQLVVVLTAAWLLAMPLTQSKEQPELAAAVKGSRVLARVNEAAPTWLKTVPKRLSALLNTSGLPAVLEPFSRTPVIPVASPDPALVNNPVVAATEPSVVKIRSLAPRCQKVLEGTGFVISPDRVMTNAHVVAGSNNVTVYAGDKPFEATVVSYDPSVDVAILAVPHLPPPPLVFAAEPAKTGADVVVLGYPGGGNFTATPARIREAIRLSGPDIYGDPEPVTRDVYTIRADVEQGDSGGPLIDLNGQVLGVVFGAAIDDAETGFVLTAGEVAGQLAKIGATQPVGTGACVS
FBA Mtb inh: inhibits M. tuberculosis FBA enzyme; inhibition, % at 1 µM; actives 2.3% (n = 360,000); purified M. tuberculosis FBA, fluorescence read-out; in the data active = inhibition above about 27%;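 also: 0% = vehicle and 100% = reference inhibitor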
SARS 3CLpro inh: SARS-CoV 3CLpro protease inhibition | P0C6X7 | recombinant SARS-CoV 3CLpro, quenched FRET peptide cleavage | inhibition, % at 6 µM | actives 0.14% (n = 290,000); in the data active = inhibition above about 12%
MazF activator: activators of E. coli MazEF toxin-antitoxin RNase. P0AE70. FAM/BHQ RNA-DNA oligo cleavage fluorescence, 5 h. activation, % at 20 µM. actives 0.32% (n = 350,000). AID 504720; in the data active = activation above about 50%
GDH-TPI inh: inhibits GDH-TPI coupling enzymes, artifact for Mtb FBA screen; AID 588335; inhibition, % at 4.8 µM; GDH-TPI coupled enzyme counterscreen, NADH absorbance; actives 1.2% (n = 360,000); in the data active = inhibition above about 30%;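 also: 0% = DMSO wells and 100% = wells lacking the enzyme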
BH1578 lux ind: quorum light induction in luxS cqsA deficient V. cholerae; AID 588436; V. cholerae BH1578 lux reporter, luminescence, 6 h; activation, % at 18.7 µM; actives 0.16% (n = 350,000); in the data active = activation mostly above about 9.7%, no sharp cut-off; also: not every result past the cut was called active; inactives centre near 0; reference of the scale not given here
Mtb UGM inh: blocks M. tuberculosis UGM enzyme | purified UGM, fluorescence polarization probe displacement | inhibition, % at 10 µM | actives 0.06% (n = 320,000) | AID 504406; in the data active = inhibition above about 10%, passing the limit was not always enough
Target sequence (P9WIQ1 whole entry, looked up): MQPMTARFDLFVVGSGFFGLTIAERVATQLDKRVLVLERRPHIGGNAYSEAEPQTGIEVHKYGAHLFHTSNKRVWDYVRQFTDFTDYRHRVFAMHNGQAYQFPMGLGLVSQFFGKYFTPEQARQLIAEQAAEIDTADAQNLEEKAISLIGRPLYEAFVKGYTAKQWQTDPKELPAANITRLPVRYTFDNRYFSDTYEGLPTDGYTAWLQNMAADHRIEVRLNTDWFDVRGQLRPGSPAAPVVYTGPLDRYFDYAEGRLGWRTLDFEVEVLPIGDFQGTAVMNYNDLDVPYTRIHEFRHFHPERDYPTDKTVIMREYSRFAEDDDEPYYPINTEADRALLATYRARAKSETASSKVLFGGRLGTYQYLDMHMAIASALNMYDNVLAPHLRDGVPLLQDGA
Mtb BioA inh: blocks M. tuberculosis BioA enzyme activity | purified M. tuberculosis BioA enzyme, plate reader | inhibition, % at 9.99 µM | actives 0.096% (n = 360,000) | AID 602481; in the data active = inhibition above about 40%
VHR inh abs: blocks human VHR1 dual specificity phosphatase. recombinant VHR phosphatase, pNPP absorbance. AID 1654. inhibition, % at 13.3 µM. P51452. actives 0.52% (n = 290,000); in the data active = inhibition above about 50%; also: some compounds called inactive have numbers as strong as hits
Target sequence (P51452 whole entry, looked up): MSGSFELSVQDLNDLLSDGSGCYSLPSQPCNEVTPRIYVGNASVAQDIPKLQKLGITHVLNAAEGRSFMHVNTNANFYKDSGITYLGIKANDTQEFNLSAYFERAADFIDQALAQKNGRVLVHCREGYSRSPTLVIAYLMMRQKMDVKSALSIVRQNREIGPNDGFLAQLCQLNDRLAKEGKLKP
Starred values were filed as active, the others as inactive; i = inactive; · = not tested or not shown.

SMILES	PriA SSB inh	Rv3671c protease	FBA Mtb inh	SARS 3CLpro inh	MazF activator	GDH-TPI inh	BH1578 lux ind	Mtb UGM inh	Mtb BioA inh	VHR inh abs
Cc1c(C(=O)Nc2nc3ccccc3[nH]2)cccc1[N+](=O)[O-]	-7.9	5.8	-1.2	1.6	6.2	-3.3	0.3	1.3	·	17.7
COc1ccc(NC(=O)COC(=O)C2CC(=O)N(c3ccc(OC(C)C)cc3)C2)cc1 (configuration not stated)	-3.6	0.8	-3.1	4.0	4.8	-13.4	i	0.1	-0.4	-2.6
Cc1ccc(OCC(=O)Oc2c(C)cccc2C)cc1C	-11.8	5.8	-3.4	4.6	-18.1	12.4	i	-1.5	-1.9	-11.8
COc1cc(Cl)ccc1OC1(C)CCN(Cc2ccc3ccccc3c2)C1 (configuration not stated)	·	·	-2.5	·	·	0.0	-0.2	·	-0.6	·
Cc1ccc(C(=O)NNC(=O)c2ccc(-n3cncn3)c([N+](=O)[O-])c2)cc1	-10.2	6.9	2.8	·	2.5	7.8	i	2.4	·	·
Cn1c(=O)c2c(nc(N3CCCCC3)n2CCCNC2=NCCCC2)n(C)c1=O	3.2	-12.5	1.9	2.4	-5.7	8.1	0.3	0.0	-0.8	11.9
Cc1ccc(N2CCN(CCc3nc4cc(NS(C)(=O)=O)ccc4n3C)CC2)cc1	2.7	5.2	1.2	-3.7	2.5	6.9	-2.1	2.1	0.1	20.7
CC1CCCN(C(=O)c2ccc(Cl)c(S(=O)(=O)N3CCCCCC3)c2)C1 (configuration not stated)	-14.5	-5.2	-2.0	·	-14.8	3.5	-4.6	1.8	4.7	·
COc1ccc(-c2cc(CNS(=O)(=O)c3ccc(F)cc3)on2)cc1	-13.5	-3.3	6.9	1.3	-8.0	2.5	-1.0	4.2	0.2	16.9
COc1ccc(CCCNC(=O)C2CCC(=O)N(Cc3ccccc3F)C2)cc1 (configuration not stated)	-16.5	-7.5	-8.3	-3.8	4.3	-13.7	i	3.2	0.5	45.8

Brought forward from above: 2 entries, then new ones.
SMILES	PriA SSB inh	Rv3671c protease	FBA Mtb inh	SARS 3CLpro inh	MazF activator	GDH-TPI inh	BH1578 lux ind	Mtb UGM inh	Mtb BioA inh	VHR inh abs
COc1ccc(-c2cc(CNS(=O)(=O)c3ccc(F)cc3)on2)cc1	-13.5	-3.3	6.9	1.3	-8.0	2.5	-1.0	4.2	0.2	16.9
COc1ccc(CCCNC(=O)C2CCC(=O)N(Cc3ccccc3F)C2)cc1 (configuration not stated)	-16.5	-7.5	-8.3	-3.8	4.3	-13.7	i	3.2	0.5	45.8
CCOC(=O)C1(CCOC)CCN(Cc2cccc(OCc3ccccc3)c2)CC1	-16.7	-3.2	2.5	-1.5	6.2	1.7	0.3	-3.1	-1.1	-7.4
CN(C(=O)c1cc2c(cc1Br)OCO2)c1cccc2ccccc12	·	·	0.5	·	4.5	13.8	-2.9	·	·	·
Cc1ccc(OCCOc2ccc(Br)cc2)c([N+](=O)[O-])n1	0.2	3.1	2.4	4.3	-1.4	8.3	i	-0.3	1.6	-1.8
Cc1ccc(CN(c2ccc(C(=O)NCc3cccnc3)cc2)S(C)(=O)=O)cc1	5.8	0.0	3.9	-3.8	4.0	7.1	-0.3	2.2	0.1	39.1
CC(C)CNC(=O)CO/N=C/c1ccccc1Cl	·	-7.3	2.7	2.7	-3.4	3.7	-0.3	-0.9	·	38.6
C=CCSc1nc(=O)n2ccc(C)cc2n1	0.0	-5.7	4.7	1.8	6.7	6.3	-0.1	-1.7	2.0	9.8
Cc1ccc(CSc2nc3ccccc3c(=O)n2Cc2ccco2)cc1	-1.0	2.0	-0.6	0.5	1.3	-4.4	i	0.3	-1.7	8.9
CN(C)C(CNC(=S)Nc1ccccc1)c1cccnc1 (configuration not stated)	-0.5	8.3	-0.6	-0.9	-3.2	-1.9	-0.1	0.8	·	7.4
c1ccc(CNc2c3c(nc4ncnn24)CCC3)cc1	-3.6	-1.0	-1.4	3.5	-8.2	-13.9	-0.5	6.3	15.2	-7.1
O=C(c1cccc(S(=O)(=O)N2CCc3ccccc32)c1)N1CCN(c2ccccc2)CC1	3.0	·	3.8	·	4.7	8.4	i	·	-0.6	·
O=C(NCc1ccccc1Cl)c1csc([C@H]2C[C@H](O)[C@@H](CO)O2)n1	·	·	2.3	·	·	-2.6	0.7	·	-0.4	·
CC(C)(C)NC(=O)C(c1ccccc1)N(Cc1cccs1)C(=O)c1csnn1 (configuration not stated)	-9.2	2.4	-0.1	-1.8	-1.7	4.1	-0.5	0.4	-1.0	-1.0
O=C1CC(c2ccccc2Cl)Cc2c1cnn2-c1nc2ccccc2s1 (configuration not stated)	·	-6.3	·	2.5	·	·	·	-0.7	·	4.6
C=CC(=O)Nc1cccc(Oc2ccnc3[nH]ccc23)c1	13.8	·	180.0*	·	-22.6	2.2	i	·	0.8	·
COC(=O)c1cc(NC(=O)CC2NCCNC2=O)cc(C(=O)OC)c1 (configuration not stated)	-5.8	-8.1	2.5	-6.0	-2.2	13.1	-0.4	0.0	·	-3.8
COc1ccc(C(=O)CSc2nc3ccc([N+](=O)[O-])cc3[nH]2)cc1	-18.2	-40.0	-3.9	-0.2	2.7	2.3	i	-0.9	-0.5	9.1
COc1cccc(NC(=O)N2CCN(c3nnnn3-c3ccccc3)CC2)c1	-12.8	6.6	-0.6	-1.3	-6.6	-6.7	-0.5	0.4	-0.2	8.5
COc1cc(C(=O)N2CCN(S(=O)(=O)c3cccc(F)c3)CC2)ccc1OCC(=O)N1CCOCC1	2.7	8.8	-1.4	·	2.6	7.2	1.8	·	-1.1	·
CCCCC1(C(=O)OCC)CC(CN2CCOCC2)OC1=O (configuration not stated)	-10.7	-1.4	-1.1	·	2.1	-2.3	i	-3.7	-4.7	-8.3
COc1cccc(C2=NOC(C(=O)N3CCC4(CC3)OCCO4)C2)c1 (configuration not stated)	-14.1	1.4	1.3	-4.4	1.2	-1.8	-1.0	-0.4	-0.1	13.6
COc1cc(CCCN2C(=O)C(=O)NC[C@@H]2CCCCN)cc(OC)c1OC	-22.1	-6.8	-2.6	·	5.1	2.7	0.3	-0.9	2.1	7.3
Cc1cc(Nc2nc3ccccc3nc2Cl)n(-c2ccccc2C)n1	-106.7	-0.6	4.0	-1.4	-0.3	11.7	4.5	-1.7	-2.5	41.3
NC(=O)C1CCN(C(c2ccccc2Cl)c2nnnn2CC2CCCO2)CC1 (configuration not stated)	-7.6	-2.2	1.0	-3.5	3.1	3.9	-0.4	-0.1	0.6	21.9
O=C(CNC(=O)N1CC(=O)Nc2ccccc21)NCCc1cccc(F)c1	-15.4	2.4	3.5	4.9	-0.7	2.3	-0.5	1.3	-1.2	7.8
O=c1ccn([C@@H]2O[C@H](CNS(=O)(=O)c3cc4ccccc4s3)[C@@H](O)[C@H]2O)c(=O)[nH]1	-2.9	·	-1.4	·	-0.8	0.0	i	·	0.0	·
O=C(NCCNC(=O)c1cc(Cl)ccc1Cl)c1ccccn1	6.1	1.0	3.1	-2.6	0.1	0.8	-4.5	-2.9	-1.7	-24.8
COC(=O)CSc1nc(SCc2ccccc2Cl)nc2c1CCCC2	-26.1	0.2	-1.0	-2.6	0.8	6.7	i	2.2	-0.3	2.6
COc1ccc(/C=C2\C(=N\O)C3CCN2CC3)cc1	·	-6.0	0.9	2.0	-2.6	13.3	i	5.1	1.1	22.2
CCN(C(=O)c1ccc(Cl)cc1[N+](=O)[O-])c1ccccc1C	16.2	-19.9	-0.4	3.7	0.6	4.7	0.1	5.0	·	2.8
CCCN1CCN(C(=O)c2ccc(CS(=O)c3ccc(Cl)cc3)o2)CC1 (configuration not stated)	-9.5	-7.7	-7.7	-11.3	18.9	-10.9	i	1.5	-0.5	56.7*

Exported with values under each structure: part of the list above.
The line under a structure holds: PriA SSB inh, Rv3671c protease, FBA Mtb inh, SARS 3CLpro inh, MazF activator, GDH-TPI inh, BH1578 lux ind, Mtb UGM inh, Mtb BioA inh, VHR inh abs
O=C(c1cccc(S(=O)(=O)N2CCc3ccccc32)c1)N1CCN(c2ccccc2)CC1
    3.0, ·, 3.8, ·, 4.7, 8.4, i, ·, -0.6, ·
Cc1ccc(CN(c2ccc(C(=O)NCc3cccnc3)cc2)S(C)(=O)=O)cc1
    5.8, 0.0, 3.9, -3.8, 4.0, 7.1, -0.3, 2.2, 0.1, 39.1

6 entries from above, as comma-separated lines.
SMILES,PriA SSB inh,Rv3671c protease,FBA Mtb inh,SARS 3CLpro inh,MazF activator,GDH-TPI inh,BH1578 lux ind,Mtb UGM inh,Mtb BioA inh,VHR inh abs
COc1cccc(C2=NOC(C(=O)N3CCC4(CC3)OCCO4)C2)c1 (configuration not stated),-14.1,1.4,1.3,-4.4,1.2,-1.8,-1.0,-0.4,-0.1,13.6
COc1cc(CCCN2C(=O)C(=O)NC[C@@H]2CCCCN)cc(OC)c1OC,-22.1,-6.8,-2.6,·,5.1,2.7,0.3,-0.9,2.1,7.3
Cc1cc(Nc2nc3ccccc3nc2Cl)n(-c2ccccc2C)n1,-106.7,-0.6,4.0,-1.4,-0.3,11.7,4.5,-1.7,-2.5,41.3
NC(=O)C1CCN(C(c2ccccc2Cl)c2nnnn2CC2CCCO2)CC1 (configuration not stated),-7.6,-2.2,1.0,-3.5,3.1,3.9,-0.4,-0.1,0.6,21.9
O=C(CNC(=O)N1CC(=O)Nc2ccccc21)NCCc1cccc(F)c1,-15.4,2.4,3.5,4.9,-0.7,2.3,-0.5,1.3,-1.2,7.8
O=c1ccn([C@@H]2O[C@H](CNS(=O)(=O)c3cc4ccccc4s3)[C@@H](O)[C@H]2O)c(=O)[nH]1,-2.9,·,-1.4,·,-0.8,0.0,i,·,0.0,·

(next part)
SMILES	PriA SSB inh	Rv3671c protease	FBA Mtb inh	SARS 3CLpro inh	MazF activator	GDH-TPI inh	BH1578 lux ind	Mtb UGM inh	Mtb BioA inh	VHR inh abs
c1n[nH]c(NC2=NCCC2)n1	2.2	-5.8	3.9	1.9	2.7	3.0	i	0.1	-0.4	21.1
CCn1cc(C(=O)NCc2ccccc2Cl)cn1	-8.1	0.8	5.4	0.4	-1.7	7.4	-0.3	-3.0	·	1.7
COc1ccc(OC(C)C(=O)N2CCCc3ccccc32)cc1 (configuration not stated)	-4.2	8.2	0.0	2.4	7.1	7.9	-0.2	0.8	0.3	19.7
CC(OC(=O)c1ccc(Cl)c(S(=O)(=O)Nc2ccc(F)cc2)c1)C(=O)NC(N)=O (configuration not stated)	2.5	4.2	2.9	-2.6	-1.4	12.7	0.9	-3.3	-2.0	39.7
O=C(c1cc(F)ccc1F)C1CCCN(C(=O)c2cccs2)C1 (configuration not stated)	-14.7	7.8	-1.0	4.5	-7.3	9.2	i	3.7	·	-5.0
CC(OC(=O)COc1ccccc1[N+](=O)[O-])C(=O)Nc1ccc(N2CCOCC2)cc1 (configuration not stated)	1.9	7.9	-1.1	-6.0	10.8	-0.3	-0.3	0.3	·	3.3
COc1ccc(CSc2nc(C)cc(=O)[nH]2)cc1Br	-19.7	7.4	3.8	0.4	-5.5	9.3	-0.2	-0.7	·	9.9
Cc1nn(Cc2ccccc2)c(C)c1C(=O)OCC(=O)Nc1ccccc1SCC#N	-21.2	-9.2	0.5	-1.2	-35.2	5.3	-0.7	1.5	9.2	31.5

These rows are one share of the data; the hit share may differ from the screen's.
